PKM2 act: increases activity of human pyruvate kinase M2 | 260,000 compounds, 0.34% hits | purified PKM2, Kinase-Glo ATP luminescence, activation; response scale: 0% is enzyme alone, no compound | Potency, µM (highest dose often 57.5 µM), without a hit: top-dose activation, actives largely listed as activators | P14618; also: potency is read from the fitted curve at half-maximal effect; % is scaled to controls: 0 for no effect and ±100 for the full control effect; nearly all actives have a fitted effect of over 55% in size
Target sequence (P14618 whole entry, looked up): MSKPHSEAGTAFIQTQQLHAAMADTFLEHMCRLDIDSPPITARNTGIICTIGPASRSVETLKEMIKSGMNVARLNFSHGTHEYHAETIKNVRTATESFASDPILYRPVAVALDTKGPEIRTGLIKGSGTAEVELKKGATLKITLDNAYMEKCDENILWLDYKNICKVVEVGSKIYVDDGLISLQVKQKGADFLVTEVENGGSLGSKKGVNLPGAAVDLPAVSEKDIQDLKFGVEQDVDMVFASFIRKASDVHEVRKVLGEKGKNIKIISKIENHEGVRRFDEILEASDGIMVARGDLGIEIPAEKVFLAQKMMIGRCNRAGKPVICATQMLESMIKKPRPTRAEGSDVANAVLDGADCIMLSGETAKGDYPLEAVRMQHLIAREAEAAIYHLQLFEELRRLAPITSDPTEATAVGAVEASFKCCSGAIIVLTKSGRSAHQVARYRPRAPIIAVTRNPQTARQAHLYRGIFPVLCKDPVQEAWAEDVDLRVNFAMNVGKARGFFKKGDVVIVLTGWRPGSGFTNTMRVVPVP
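ATP formation by purified human PK-M2, quantified via coupled luciferase luminescence after 1 h at room temperature with 0.1 mM ADP and 0.5 mM PEP final.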
B2AR arrestin: beta2AR (human) beta-arrestin recruitment activity. P07550. beta-arrestin recruitment to beta2AR, cell-based reporter. Potency, µM (top dose mostly 46.1 µM), for the others: at the top dose activation, most hits filed as activators. 330,000 compounds, 0.02% hits. AID 492947;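 also: potency is read from the fitted curve at half-maximal effect; 0% = DMSO controls and full agonism = EC100 isoproterenol or metaproterenol; nearly all actives have a fitted effect of over 65% in size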
a7 integrin act: activates integrin-mediated alleviation for muscular dystrophy. 350,000 compounds, 0.064% hits. alpha7betagal myoblasts, beta-gal FDG fluorescence, 48 h. Potency, µM (doses to about 38.3 µM), inactives show top-dose activation, usual class: activators;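 also: potency is read from the fitted curve at half-maximal effect; 100% = response of the positive control SU9516; nearly all actives have a fitted effect of over 60% in size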
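Alpha7betagal+/- myoblasts (passage 13) were plated 16-24 hr, then exposed to compounds (1:260 dilution of DMSO stock) for 48 hours at 37C. After MPER lysis, β-galactosidase reporter activity was read as FDG fluorescence (ex 480/em 540) after 30 minutes.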
S-ASM inh: blocks human secretory acid sphingomyelinase; 340,000 compounds, 0.006% hits; placental ASM, HMU-PC fluorogenic substrate, 60 min; P17405; Potency, µM (highest dose often 57.5 µM), for the others: at the highest dose activity change, negative = inhibition, most hits filed as inhibitors; also: potency is read from the fitted curve at half-maximal effect
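Human placenta-derived ASM preincubated with compound 10 min at room temperature, then reacted with 9 uM (final) fluorogenic HMU-PC substrate for 60 min at 37 C. Stop solution raises pH to 10; fluorescence read at Ex 386/Em 447 nm.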
Menin MLL FP TR: menin-MLL binding inhibition, Texas Red mutant peptide; O00255; Menin + Texas Red MLL mutant peptide, fluorescence polarization; Potency, µM (series often up to 61.6 µM), for inactives: top-dose FP activity change, negative = inhibition, actives largely listed as inhibitors; 270,000 compounds, 0.23% hits; AID 1768; active = well fitted inhibition curve with a large enough effect in the polarisation, with a control signal flat, not every such curve was filed as active; inconclusive = small, poorly fitted or top-dose-only effect, or effect the other way, or a change in a side signal; inactive = no such curve, though single readings can be large or run the other way; the % refers to the polarisation; also: potency is read from the fitted curve at half-maximal effect; % of control where 0% means no effect; many of its hits are not listed in these tables
Giardia killer: kills Giardia lamblia; Giardia lamblia trophozoite viability; AID 540267; 340,000 compounds, 0.15% hits; activity change, % at 7.66 µM, hits read low; in the data active = activity change below about -80%; inconclusive = between about -30% and that limit;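 also: parasites exposed to compound for two days anaerobically before the ATP read; % is scaled to controls: 0 for no effect and ±100 for the full control effect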
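Luminescent ATP signal served as the viability read-out, measured 15-30 min after adding ATP detection reagent to trophozoites that had been incubated with compounds for 48 hrs at 37 deg C anaerobically at 100 cells/well.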
Tb PFK block: inhibitors of T. brucei phosphofructokinase | O15648 | T. brucei PFK, ADP-Glo luminescence | Potency, µM (top dose mostly 57.5 µM), for the others: at the top dose activity, negative = inhibition, hits mostly inhibitors | 330,000 compounds, 0.17% hits | AID 485367;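 also: potency is read from the fitted curve at half-maximal effect; 0% = uninhibited 1x PFK enzyme wells and -100% = no-enzyme wells; nearly all actives have a fitted effect of over 60% in size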
Target sequence (O15648 whole entry, looked up): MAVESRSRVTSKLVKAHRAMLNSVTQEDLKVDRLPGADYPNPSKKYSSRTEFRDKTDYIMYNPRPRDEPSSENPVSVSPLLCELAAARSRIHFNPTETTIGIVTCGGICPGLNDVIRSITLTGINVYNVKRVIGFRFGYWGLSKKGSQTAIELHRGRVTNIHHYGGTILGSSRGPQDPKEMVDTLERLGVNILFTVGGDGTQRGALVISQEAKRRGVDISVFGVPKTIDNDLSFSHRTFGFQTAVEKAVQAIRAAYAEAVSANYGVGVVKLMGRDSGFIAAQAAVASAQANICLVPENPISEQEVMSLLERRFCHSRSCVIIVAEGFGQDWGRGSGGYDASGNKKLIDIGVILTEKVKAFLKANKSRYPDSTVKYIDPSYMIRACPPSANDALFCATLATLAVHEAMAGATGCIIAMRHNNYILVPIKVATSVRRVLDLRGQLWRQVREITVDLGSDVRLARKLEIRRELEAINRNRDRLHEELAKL
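ADP-Glo luminescence quantified ADP after 45 min at room temperature, with 1.25 nM T. brucei PFK, 0.1 mM ATP and 0.5 mM fructose-6-phosphate in pH 8.0 TEA buffer. qHTS titrations up to 57 µM; curves classified by quality.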
FBPA coupling cs: inhibits coupling enzyme system, counter-screen for aldolase hits; 290,000 compounds, 0.67% hits; coupling enzyme system counterscreen, AmpLite Red fluorescence; activity change, negative = inhibition, % at 58.2 µM, hits read low; in the data active = activity change below about -30%; also: % is scaled to controls: 0 for no effect and ±100 for the full control effect
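Fluorescence at 525 nm excitation and 598 nm emission measured inhibition of the coupled detection system without aldolase. Compounds (at 57.5 uM final) were preincubated 10 min at room temperature with coupling enzyme reagent before a 20 min substrate/AmpLite Red step.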
TSG101-PTAP inh: blocks PTAP/TSG101 interaction to inhibit HIV-1 budding. Q99816. Fluorescence polarization, FITC-PTAP peptide / Tsg101 binding. Potency, µM (doses to about 115 µM), for inactives: at the top dose activity change, negative = inhibition, usual class: inhibitors. 340,000 tested, under 10 active; active = well fitted inhibition curve with a large enough effect in the main read-out, with a control signal flat, not every such curve was filed as active; inconclusive = small, poorly fitted or top-dose-only effect, or effect the other way, or a change in a side signal; inactive = no such curve, though single readings can be large or run the other way; also: potency is read from the fitted curve at half-maximal effect; % of control where 0% means no effect
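FP read-out: FITC-PTAP peptide, 50 nM final, binding Tsg101 binding domain, 10 uM final; 20 min, r.t.; 10 mM HEPES pH 7.5, 0.15 M NaCl, 0.01% Tween 20, 3 mM EDTA, 0.1 mM TCEP.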
GALK inhibitor: blocks human galactokinase activity | 270,000 compounds, 0.007% hits | Potency, µM (top dose mostly 57.5 µM), for the others: top-dose activity change, negative = inhibition, most hits filed as inhibitors | P51570 | AID 1868 | Purified GALK, Kinase-Glo residual ATP luminescence; also: potency is read from the fitted curve at half-maximal effect; % is scaled to controls: 0 for no effect and ±100 for the full control effect
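Kinase-Glo Plus luminescence measured ATP left after a 1 h room-temperature reaction. The reaction used 5 nM GALK, 100 uM galactose and 35 uM ATP at pH 8.0 (20 mM HEPES, 5 mM MgCl2, 60 mM NaCl, 1 mM DTT, 0.01% BSA).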
BCR signal inh: chronic active BCR signaling inhibition; ABC-DLBCL IkBa-CBG/CBR reporter, luminescence ratio, 4 h; Potency, µM (doses to about 46.1 µM), for inactives: top-dose ratio change, negative = lower green/red ratio, hits mostly inhibitors; 340,000 compounds, 0.05% hits; active = well fitted inhibition curve with a large enough effect in the signal ratio, with a control signal flat, not every such curve was filed as active; inconclusive = small, poorly fitted or top-dose-only effect, or effect the other way, or a change in a side signal; the % refers to the signal ratio;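 also: potency is read from the fitted curve at half-maximal effect; plate controls were basal doxycycline-induced cells for no effect and cells given 10 µM MG132 for full effect; MG132 reads +100%, hits lower the ratio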
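TMD8 human ABC-DLBCL cells with doxycycline-inducible IκBα–green luciferase fusion and unfused red luciferase, in 0.5% FBS medium; compounds up to 46 uM, 4 h at 37C. Green/red luminescence ratio, filter-overlap corrected, fitted to concentration-response curves.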
* marks the source's active call; other numbers are inactive results; ? = inconclusive; . = no result given; & = joins results of further samples; [ ] = remark or other dose. Unless noted, calls follow the shape of the dose curve; as a rule, active = well fitted curve in the direction sought with a large enough effect; inconclusive = small, poorly fitted or top-dose-only effect, or another doubt; inactive = no such curve, though single readings can be large; an effect the other way counts as inactive or inconclusive. Not all compounds are listed. The share of hits here may be higher or lower than overall.

SMILES	PKM2 act	B2AR arrestin	a7 integrin act	S-ASM inh	Menin MLL FP TR	Giardia killer	Tb PFK block	FBPA coupling cs	TSG101-PTAP inh	GALK inhibitor	BCR signal inh
Cc1[nH]c2ccccc2c1C(=O)C(=O)N1CCN(c2cccc(Cl)c2)CC1	.	-0.5%	-28%	?	.	6	2%	.	-4%	-7%	-9%
CC(=O)SCC(C)C(=O)NCc1ccccc1 (centres undefined)	1%	-0.2%	14%	-2%	1%	4	-3%	2	-2%	-3%	-11%
CCn1nnnc1SCC(=O)c1ccc(C)cc1C	-1%	-0.1%	8%	0%	11%	-22	-2%	2	-5%	1%	9%
NC(=O)C1CC(=O)N(c2ccc(OCc3ccc([N+](=O)[O-])cc3)cc2)C1 (centres undefined)	-5%	-0.6%	-8%	-2%	13%	10	-16%	0	0%	-2%	0%
O=C(c1ccoc1)N1CCCC(N2CCN(c3cccc(C(F)(F)F)c3)CC2)C1 (centres undefined)	3%	-0.2%	2%	1%	.	9	-6%	.	0%	-6%	1%
Cc1ccc(C2CC(=O)Oc3cc(C)cc(C)c32)cc1 (centres undefined)	.	0.5%	-22%	0%	.	5	-3%	.	0%	.	5%
Cc1nnc2sc(SCC(=O)Nc3ccc(Br)cc3)nn2c1=O	12%	-0.5%	-19%	6%	11%	5	7%	1	0%	0%	?
O=C(COC(=O)c1ccc(S(=O)(=O)N2CCCC2)cc1)Nc1ccc(Cl)cc1	.	-0.1%	-4%	-2%	.	1	-9%	.	-10%	.	-13%
N#Cc1ccc(Oc2cccc3cccnc23)c([N+](=O)[O-])c1	.	-0.7%	13%	265%[activator]	23%	-2	-4%	-37*	-3%	1%	?
N=c1c(S(=O)(=O)c2ccc(Cl)cc2)cc2c(=O)n3ccccc3nc2n1CC1CCCO1 (centres undefined)	.	0.0%	0%	2%	.	-26	0%	.	2%	6%	-3%
OCCN1CCN(C(=S)Nc2ccc(SC(F)F)cc2)CC1	2%	0.1%	-9%	-1%	20%	-16	-1%	0	-4%	0%	2%
CCc1cc2c(N[C@@H](Cc3ccccc3)C(=O)O)ncnc2s1	.	0.3%	15%	6%	11%	-2	-10%	7	-3%	.	-2%
O=C(COc1ccc([N+](=O)[O-])cc1)NNC(=O)Nc1ccc([N+](=O)[O-])cc1	-5%	-1.0%	7%	-9%	?	-4	-12%	3	-6%	-2%	8%
Cc1ccc(NC(=O)c2cc(S(=O)(=O)N3CCc4ccccc43)cn2C)cc1	-1%	-0.3%	13%	-23%	-5%	-19	0%	0	-9%	.	?
CC1CCN(CC(=O)NCc2ccccc2)CC1	-3%	-0.2%	-10%[7.66 µM]	6%	14%	3	-6%	3	-6%	1%	-2%
COC(=O)c1cccc(C23CC4(C2)[C@H](CN(Cc2ccc(-c5ccccc5)cc2)[C@@H]4c2ccccc2)C3c2ccc(C(F)(F)F)cc2)c1 (some centres undefined)	3%&-8%	8.5%	1%	-2%	6%	8	-6%	1&1	4%	4%	1%
CCOc1ccc(Cl)cc1CNc1nnnn1CC	2%	0.5%	5%	0%	-16%	15	-1%	4	0%	1%	-1%
CC(C)C(C)NC(=O)COc1nc2ccccc2nc1N(C)C1CCCCC1 (centres undefined)	0%	0.5%	6%	91%[activator]	-9%	0	0%	-9	1%	0%	10%
Cc1ccc(C(=O)COc2cc(O)c3c(=O)cc(-c4ccccc4)oc3c2)cc1	-6%	0.0%	6%	-4%	22%	?	1%	-2	-6%	3%	11%
O=C(O)CCC(=O)Nc1cccc(-c2nc3ccccc3o2)c1	-3%	0.2%	0%	3%	1%	10	-4%	1	1%	0%	5%
COc1ccc(-c2cc(=O)c3c(O)c(OC)c(OC)c(OC)c3o2)cc1	.	.	4%	0%	-22%	?	.	0	-1%	.	.
CCCn1nc(NS(=O)(=O)c2cccc3nonc23)c2cc3cc(C)ccc3nc21	.	-0.2%	16%	-1%	.	?	1%	.	-12%	-4%	4%
Cc1ccc(S(=O)(=O)/N=C2/C=C(Sc3ncn[nH]3)C(=O)c3ccccc32)c(C)c1	-27%	-0.8%	.	.	?	.	-14%	-63*	.	1%	?
CC(=O)Nc1ccc(N2C(=O)CSC2c2ccccc2[N+](=O)[O-])cc1 (centres undefined)	3%	-0.3%	6%	0%	2%	-1	-5%	5	0%	1%	9%
[N-]=C=C1C(=O)NC(=O)C([n+]2ccc(-c3ccncc3)cc2)C1c1ccccc1C(F)(F)F (centres undefined)	-8%	2.4%	-34%	86%[activator]	.	-1	-10%	-65*	0%	.	7%
CSCCC(=O)Nc1ccc(C(C)=O)cc1	-3%	0.3%	23%	4%	14%	1	-1%	0	-5%	2%	0%
COc1ccc(S(=O)(=O)N2CCC(N3CCCCC3)CC2)cc1	12%	3.7%	-9%	0%	-27%	-25	0%	1	-1%	0%	-7%
S=C(NC1CCCCC1)N1CCn2cccc2C1c1ccncc1 (centres undefined)	5%	-0.2%	-1%	3%	-2%	-10	-3%	1	-2%	4%	-10%
O=C(CCN1C(=O)/C(=C\c2cccs2)SC1=S)Nc1ccccn1	-3%	-0.2%	21%	-8%	?	-3	-3%	3	3%	8%	?
O=C(C1CC1)N1CCC(c2nc(-c3ccc(S(=O)(=O)NCC4CCCO4)cc3)no2)CC1 (centres undefined)	-14%	0.2%	-44%	2%	-23%	-7	?	0	1%	-3%	?
COc1ccccc1C(=O)NC(=O)COC(=O)c1ncc(Cl)c(Cl)c1Cl	.	0.4%	2%	.	.	1	1%	.	0%	.	?
CCCN(CCC)C(=S)Nc1cc(C(=O)OC)ccc1C(=O)OC	8%	-0.2%	3%	.	0%	-11	0%	7	0%	.	2%
COC(=O)/C(=N/Nc1ccccc1C)N1CCCc2ccccc21	-3%	0.3%	3%	-2%	-11%	-8	8%	1	0%	-3%	?
CC(=O)Nc1ccc(S(=O)(=O)NNC(=O)C(=O)NNc2ccccn2)cc1	2%	0.0%	-12%	6%	.	-25	-1%	1	0%	7%	2%
Nn1c(SCC(=O)N2CCCc3ccccc32)nnc1-c1ccc(Cl)cc1	-1%	0.0%	-7%	0%	8%	-23	-2%	2	-3%	10%	-3%
O=C(CCCN1C(=O)c2cccc3cccc(c23)C1=O)N1CCN(c2ncccn2)CC1	0%	-1.2%	0%	-4%	-24%	4	-4%	5	-3%	3%	6%
COc1ccc(CCNS(=O)(=O)c2cccc([N+](=O)[O-])c2)cc1OC	-1%	-0.4%	27%	-4%	0%	-22	-2%	1	-2%	4%	7%
CC(/C=N/Nc1nc2ccccc2[nH]1)=C\c1ccccc1	-3%	0.1%	16%	-7%	-14%	?	-2%	0	-2%	0%	?
COc1cccc(-c2nc(CS(=O)(=O)CC(=O)NCc3ccc4c(c3)OCO4)c(C)o2)c1	-1%	2.8%	-5%	-3%	0%	-15	-1%	12	0%	-1%	?
CCOC(=O)c1ccc(NS(=O)(=O)c2ccc3c(c2)NC(=O)CCS3)cc1	.	-0.4%	-11%	-4%	.	22	-1%	.	-2%	-5%	1%

An excerpt from above in order of count of non-hydrogen atoms, low to high:
SMILES	PKM2 act	B2AR arrestin	a7 integrin act	S-ASM inh	Menin MLL FP TR	Giardia killer	Tb PFK block	FBPA coupling cs	TSG101-PTAP inh	GALK inhibitor	BCR signal inh
CCOc1ccc(Cl)cc1CNc1nnnn1CC	2%	0.5%	5%	0%	-16%	15	-1%	4	0%	1%	-1%
CCc1cc2c(N[C@@H](Cc3ccccc3)C(=O)O)ncnc2s1	.	0.3%	15%	6%	11%	-2	-10%	7	-3%	.	-2%
S=C(NC1CCCCC1)N1CCn2cccc2C1c1ccncc1 (centres undefined)	5%	-0.2%	-1%	3%	-2%	-10	-3%	1	-2%	4%	-10%
O=C(c1ccoc1)N1CCCC(N2CCN(c3cccc(C(F)(F)F)c3)CC2)C1 (centres undefined)	3%	-0.2%	2%	1%	.	9	-6%	.	0%	-6%	1%
CCCn1nc(NS(=O)(=O)c2cccc3nonc23)c2cc3cc(C)ccc3nc21	.	-0.2%	16%	-1%	.	?	1%	.	-12%	-4%	4%
